Bioassay records: PubChem BioAssay, National Center for Advancing Translational Sciences (NCATS)
TRHR enhancer: allosteric enhancers of human TRH receptor. TRHR cells, fluo-8 calcium fluorescence, EC20 TRH enhancement. enhancement, % at 2 µM. actives 0.66% (n = 360,000). P34981; in the data active = enhancement above about 30%; note: 0% is about no effect
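TRHR-expressing cells loaded with fluo-8 calcium dye were read kinetically (ex 480/em 530) during compound addition, then stimulated with an EC20 of TRH (10 nM final). Enhancement of the Gq-mediated intracellular calcium response was scored.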
RXFP1 antag: blocks the human relaxin receptor RXFP1; activity change, negative = inhibition, % at 57.5 µM; actives 0.59% (n = 350,000); Q9HBX9; HEK293-RXFP1, relaxin-stimulated cAMP HTRF, 30 min; active compounds read low;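 active = activity change of -60% or lower, but not beyond a set lower limit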; note: % is set by controls: 0 for no effect and ±100 for the full control effect
Target sequence (Q9HBX9 whole entry, looked up): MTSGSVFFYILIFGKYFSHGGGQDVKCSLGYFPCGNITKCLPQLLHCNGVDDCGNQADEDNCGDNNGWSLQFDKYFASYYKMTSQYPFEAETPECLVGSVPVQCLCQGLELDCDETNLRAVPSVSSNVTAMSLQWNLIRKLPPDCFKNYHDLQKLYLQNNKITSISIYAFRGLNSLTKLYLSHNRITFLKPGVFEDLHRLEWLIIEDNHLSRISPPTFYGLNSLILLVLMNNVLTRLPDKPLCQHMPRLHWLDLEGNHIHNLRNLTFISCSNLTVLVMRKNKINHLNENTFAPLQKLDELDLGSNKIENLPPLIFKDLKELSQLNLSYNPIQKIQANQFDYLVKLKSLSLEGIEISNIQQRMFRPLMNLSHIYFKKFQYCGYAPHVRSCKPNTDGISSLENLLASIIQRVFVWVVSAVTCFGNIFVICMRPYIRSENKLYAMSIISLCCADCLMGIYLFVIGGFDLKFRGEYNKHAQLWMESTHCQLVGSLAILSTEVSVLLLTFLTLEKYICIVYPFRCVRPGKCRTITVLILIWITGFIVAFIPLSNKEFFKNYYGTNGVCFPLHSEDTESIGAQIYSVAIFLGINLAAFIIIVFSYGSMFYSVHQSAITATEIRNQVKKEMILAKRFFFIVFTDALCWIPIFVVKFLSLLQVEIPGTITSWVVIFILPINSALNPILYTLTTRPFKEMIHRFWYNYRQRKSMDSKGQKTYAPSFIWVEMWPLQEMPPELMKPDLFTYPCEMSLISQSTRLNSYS
D1 ag: human D1 receptor agonism | P21728 | activation, % at 2 µM | actives 1% (n = 360,000) | HEK293 T-REx D1 cells, calcium flux, agonist mode; in the data active = activation above about 30%; note: 0% is about no effect
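Tetracycline-induced HEK293 TREx D1 cells, force-coupled to calcium signalling, were dye-loaded with a no-wash calcium kit. Compound was pin-added after a 10 s baseline. Fluorescence was read kinetically at 1 cycle/s for 180 s, with calcium rises flagged as agonism.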
D2 agonist: agonists of human D2 dopamine receptor | HEK293 T-REx D2 cells, calcium flux agonist mode | activation, % at 2 µM | AID 485358 | actives 0.53% (n = 340,000);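 active = activation over 3 SD above normal in the single-dose calcium agonist read, cut at about 30% in these data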; note: 0% is about no effect
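Agonism scored from kinetic calcium signal (1 read/sec, 180 s) following compound pin transfer, after a 10 s baseline. Cells: HEK293 Trex line expressing inducible D2 receptor coupled to calcium, dye-loaded after overnight culture at 30 C.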
D2 potentiator: D2 dopamine receptor (human) potentiation | actives 0.34% (n = 340,000) | potentiation, % at 10 µM | HEK293 T-REx D2, calcium flux, EC20 dopamine potentiation | AID 485347;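 active = potentiation over 3 SD above the plate norm, cut at about 30% in these data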; note: 0% is about no effect
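Potentiation of an EC20 dopamine calcium response is measured in a force-coupled, tetracycline-inducible Hek293 Trex D2 line. Compound-only kinetic reads over 180 s flag agonists before dopamine addition.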
RXFP1 ag: activates the human relaxin receptor RXFP1; actives 0.3% (n = 370,000); Potency, µM (highest dose often 57.5 µM), inactives show at the highest dose activation, usual class: activators; AID 2676; Q9HBX9; HEK293T-RXFP1 cAMP TR-FRET, 30 min; response scale: percent of porcine relaxin response, buffer zero; active = well fitted activation curve with a large enough effect; note: potency is the fitted concentration of half-maximal effect; % is set by controls: 0 for no effect and ±100 for the full control effect; nearly all actives have a fitted effect of over 60% in size; many of its hits are not listed in these tables
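HEK293 cells stably expressing RXFP1, treated 30 min at 37C with compounds plus PDE4 inhibitor Ro 20174; cAMP measured by HTRF TR-FRET. Normalized to buffer and 29 nM porcine relaxin; EC50 by Hill fit.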
D1 PAM: enhances dopamine response at the human D1 receptor; AID 504651; HEK293 TREx D1 cells, calcium flux, dopamine EC20 potentiation; actives 0.036% (n = 360,000); potentiation, % at 10 µM; in the data active = potentiation above about 30%; note: 0% is about no effect
D2 antagonist: D2 dopamine receptor (human) antagonism; HEK293 TREx D2 cells, calcium flux, dopamine EC80; P14416; inhibition, % at 10 µM; AID 485344; actives 2% (n = 340,000); in the data active = inhibition above about 30%; note: 0% is about no effect
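Calcium flux kinetic readout in an inducible HEK293 TREx D2 line plated overnight at 30 C. After 180 s compound exposure, an EC80 dopamine challenge follows with another 180 s kinetic read to detect antagonism.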
D1 antag: antagonists of human D1 dopamine receptor | HEK293 TREx D1 cells, calcium flux, dopamine EC80; active compounds read low | actives 3.2% (n = 360,000) | P21728 | AID 504652 | activity change, negative = inhibition, % at 10 µM; in the data active = activity change below about -30%; note: % is set by controls: 0 for no effect and ±100 for the full control effect
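After overnight tetracycline induction at 30 C, force-coupled D1 HEK293 cells took up a no-wash calcium dye at room temperature. Compounds were added and monitored 180 s, and the response to EC80 dopamine was then recorded.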
* hit, by the source's call; / = no result given.

SMILES | TRHR enhancer | RXFP1 antag | D1 ag | D2 agonist | D2 potentiator | RXFP1 ag | D1 PAM | D2 antagonist | D1 antag
CCSc1nnc(-c2cc(Br)ccc2N=Cc2c(C)[nH]n(-c3ccccc3)c2=O)c(=O)[nH]1 | -3.6 | -8.2 | -1.9 | -0.6 | -1.4 | 1.5% | -10.8 | -18.6 | -10.6
CCOC(=O)N1CCN(C(=O)CN(c2ccccc2F)S(=O)(=O)c2ccc(C)cc2)CC1 | 11.3 | / | -2.9 | -0.3 | 2.5 | -0.9% | -0.1 | / | -3.6
CN(CCO)CC(O)CN(c1ccccc1)c1ccccc1 (stereo not drawn) | 0.1 | -12.2 | 7.9 | -1.4 | 9.2 | -3.9% | -6.8 | 2.6 | 10.2
COc1ccc(-n2ncc(Cl)c(Cl)c2=O)cc1 | 2.7 | -13.7 | 1.2 | -1.5 | 1.4 | 4.9% | -7.7 | 2.2 | -8.8
COc1ccc(CNC(=O)/C=C/c2cc([N+](=O)[O-])ccc2OC(F)F)cc1 | -8.5 | -9.4 | 2.6 | -0.6 | -17.6 | 3.2% | 0.6 | 15.5 | 1.6
COC(=O)c1ccc2c(=O)n(Cc3ccc(C(=O)NCCCN4CCOCC4)cc3)c(=S)[nH]c2c1 | 6.9 | 11.1 | 1.1 | -0.3 | -4.3 | 1.8% | 3.6 | 19.3 | 0.7
CCOC(=O)C1CCCN(c2c(NCCc3ccccc3)c(=O)c2=O)C1 (stereo not drawn) | 4.9 | -9.3 | 0.6 | -0.4 | -0.9 | 1.8% | 3.3 | -7.0 | 7.6
CCc1nn2c(N3CCOCC3)cc(C)nc2c1-c1ccc(F)cc1 | -1.7 | -15.4 | 3.6 | 3.5 | -4.1 | 1.2% | 2.8 | 6.1 | -1.6
Cc1cc(NC(=O)C2CCCO2)ccc1Br (stereo not drawn) | 5.3 | -0.4 | -1.4 | 0.2 | -1.7 | 0.2% | -2.5 | -10.5 | 6.9
CCc1ccc(C(=O)NC(CCSC)C(=O)O)cc1 (stereo not drawn) | 6.8 | 9.4 | 6.7 | 0.0 | 11.0 | -1.1% | 1.1 | -12.0 | -21.2
CCCCC1CCC(C(=O)N(C)CC(=O)Nc2cccc(OC)c2)CC1 (stereo not drawn) | 7.4 | -3.8 | 0.9 | / | 15.0 | -0.4% | -3.2 | / | 7.7
O=C(Nc1cccc(Cl)c1)c1nc[nH]c1C(=O)N1CCN(c2ccccc2)CC1 | 1.2 | / | -2.9 | 0.5 | -26.4 | 3.3% | -3.3 | 5.0 | /
O=C(NCc1ccccc1)c1cc[n+](CC(=O)c2cccs2)cc1 | -1.4 | -6.2 | 3.1 | -0.4 | -7.4 | -1.6% | -8.1 | 3.1 | 3.1
Cc1ccc(C(=O)NNC(=O)C2CCN(c3nccc(C)n3)CC2)cc1 | -7.9 | 4.6 | -1.2 | 0.6 | 4.8 | 2.7% | 1.3 | -3.0 | 0.0
S=C(NCCc1ccncc1)Nc1cccc2ccccc12 | 12.3 | 4.1 | 2.2 | 1.4 | -13.2 | 4.0% | -0.1 | -20.6 | -19.1
O=C(NC1CC1)c1c[nH]c2ccc(S(=O)(=O)Nc3cccc(C(F)(F)F)c3)cc2c1=O | 40.3* | 15.7 | 3.0 | -1.3 | -2.5 | -3.7% | 6.0 | 19.2 | 0.8
CN(C)S(=O)(=O)c1ccc(C(=O)N2CCN=C2SCc2ccccc2)cc1 | 6.7 | 0.5 | 4.6 | 0.4 | 1.4 | 1.0% | -1.4 | -9.3 | -3.8
CCCCn1c(-c2ccccc2)nnc1-c1ccccc1 | -3.4 | -10.2 | 5.1 | 0.1 | 12.9 | -0.2% | -4.4 | 14.8 | -8.0
COc1ccc(N2CCCn3c2nc2c3c(=O)n(Cc3ccccc3)c(=O)n2C)c(OC)c1 | -9.1 | 14.0 | 3.4 | -2.1 | -4.7 | 3.4% | -0.9 | -15.8 | 8.4
CC(=O)c1ccc(NC(=O)CSc2nnc(NC(=O)CN3CCOCC3)s2)cc1 | -2.1 | 2.1 | 3.5 | 0.1 | -3.7 | 3.7% | -2.6 | -13.3 | 5.5
Cc1cccc(C(=O)NCC(=O)N2CCN(S(=O)(=O)c3ccc4c(c3)OCCO4)CC2)c1 | 0.6 | -12.4 | 0.1 | -0.8 | 2.5 | 0.8% | -4.0 | 2.6 | 3.4
COCCn1nnnc1C(c1ccccc1)N1CCN(Cc2ccc3c(c2)OCO3)CC1 (stereo not drawn) | -0.5 | 5.6 | 0.3 | / | / | 0.6% | -1.7 | / | 16.0
O=C(Nc1cccc(Cl)c1)N1CCSc2ccccc21 | 4.5 | -14.8 | -1.6 | 0.3 | 2.1 | 7.9% | -2.4 | / | -6.5
O=C(Nc1ccccc1C(=O)NCCCN1CCOCC1)c1ccc(F)cc1 | -2.6 | -0.1 | 2.9 | 0.0 | -3.0 | -0.6% | -0.9 | 9.4 | 15.8
O=c1oc2ccccc2cc1-c1cn2cc(Cc3ccccc3F)sc2n1 | 3.9 | -4.2 | 2.7 | 1.0 | / | 3.6% | 1.9 | / | -0.3
CCOC(=O)c1ccc(NC(=S)NCCc2ccccc2)cc1 | -0.3 | -7.6 | 27.6 | 1.6 | -2.6 | 2.2% | -6.6 | 6.8 | -38.3*
O=C1/C(=C/c2cccnc2)SC(=S)N1c1ccc(O)cc1 | -1.5 | -20.2 | 2.1 | -0.9 | 1.8 | 3.7% | 1.4 | 6.5 | 3.0
COc1cc(/C=C2/CCC/C(=C\c3cc(O)c(OC)c(Cl)c3)C2=O)cc(Cl)c1O | -10.7 | -0.2 | 21.1 | 2.1 | 37.7* | -0.1% | 2.6 | 12.0 | -15.8
O=C(NCc1ccc2c(c1)OCO2)c1ccc(CS(=O)(=O)c2ccc(Br)cc2)o1 | 6.2 | -6.9 | 35.8* | 0.0 | 5.4 | 0.7% | / | -13.8 | -25.0
CN(C(=O)CSc1nncn2c1cc1occc12)c1ccccc1 | 12.9 | -3.5 | -1.4 | 0.1 | / | 6.1% | 1.4 | / | -17.6
COc1ccc(CCC(=O)Nc2ccc(N3CCOCC3)cc2)cc1 | -0.7 | 1.2 | 3.2 | 0.6 | -1.0 | -1.3% | 1.1 | 1.5 | -4.5
O=C(CNC(=O)c1ccccc1Cl)Nc1ccc(F)cc1 | 2.8 | / | 2.2 | 0.3 | -4.0 | 2.9% | -16.6 | 8.1 | 18.2
CCc1ccc(C(=O)COC(=O)CCc2nc3ccccc3c(=O)[nH]2)cc1 | 20.3 | -5.1 | 9.3 | 0.0 | -0.8 | 0.0% | -2.5 | 14.5 | -18.1
NC(=O)CCCn1c(C(=O)c2cc(Cl)c(N)c(Cl)c2)c2ccc([N+](=O)[O-])cc2[n+]1[O-] | -2.3 | / | 0.4 | 0.6 | 0.2 | -0.7% | 4.1 | -8.6 | 1.3
COc1ccc(N(CC(=O)NC(C)C)S(=O)(=O)c2ccc(NC(C)=O)cc2)cc1 | -4.6 | -12.4 | 0.3 | -0.8 | 4.2 | 0.1% | -3.8 | 9.9 | -4.9
CCOc1ccc(C(=O)N(Cc2ccc(N(C)C)cc2)C2CCS(=O)(=O)C2)cc1 (stereo not drawn) | 2.7 | 0.8 | 3.6 | 1.0 | -19.3 | -0.3% | 6.2 | 1.6 | 5.4

4 compounds picked at random from the list so far:
SMILES | TRHR enhancer | RXFP1 antag | D1 ag | D2 agonist | D2 potentiator | RXFP1 ag | D1 PAM | D2 antagonist | D1 antag
CCc1ccc(C(=O)COC(=O)CCc2nc3ccccc3c(=O)[nH]2)cc1 | 20.3 | -5.1 | 9.3 | 0.0 | -0.8 | 0.0% | -2.5 | 14.5 | -18.1
COc1cc(/C=C2/CCC/C(=C\c3cc(O)c(OC)c(Cl)c3)C2=O)cc(Cl)c1O | -10.7 | -0.2 | 21.1 | 2.1 | 37.7* | -0.1% | 2.6 | 12.0 | -15.8
NC(=O)CCCn1c(C(=O)c2cc(Cl)c(N)c(Cl)c2)c2ccc([N+](=O)[O-])cc2[n+]1[O-] | -2.3 | / | 0.4 | 0.6 | 0.2 | -0.7% | 4.1 | -8.6 | 1.3
O=C1/C(=C/c2cccnc2)SC(=S)N1c1ccc(O)cc1 | -1.5 | -20.2 | 2.1 | -0.9 | 1.8 | 3.7% | 1.4 | 6.5 | 3.0

(cont.)
SMILES | TRHR enhancer | RXFP1 antag | D1 ag | D2 agonist | D2 potentiator | RXFP1 ag | D1 PAM | D2 antagonist | D1 antag
Cc1ccc(C(=O)Nc2c3c(nn2C(C)(C)C)CS(=O)(=O)C3)cc1C | -3.9 | -1.8 | 3.2 | 2.0 | -0.4 | -0.3% | -5.9 | -14.1 | 2.4
Cc1cc(C)c(NC(=O)C(=O)NCCc2csc(-c3ccc(F)cc3)n2)c(C)c1 | 0.8 | -8.2 | 2.0 | 0.8 | 2.2 | -1.8% | 0.6 | / | -2.5
O=C(N/N=C/C(Br)=C/c1ccccc1)C(O)c1ccccc1 (stereo not drawn) | -1.5 | -1.1 | 8.9 | -1.6 | -4.3 | 4.4% | -3.9 | -15.7 | 6.7
CNc1nc(NN)nc(Nc2ccccc2)n1 | 2.0 | 3.3 | 2.2 | 1.8 | 10.3 | -1.0% | -15.7 | -1.8 | -12.4
CCOc1ccccc1C(=O)NCCc1cnc[nH]1 | 2.4 | 2.6 | 0.9 | 0.2 | -8.5 | 1.0% | 0.9 | -18.5 | 6.9
Cc1ccccc1CS(=O)(=O)Cc1ccc(C(=O)NCC2CCCO2)o1 (stereo not drawn) | 2.4 | -2.0 | -0.9 | 0.0 | 5.8 | -4.4% | -7.5 | -8.2 | -3.5
Cc1ccc(S(=O)(=O)/N=C2\C=C(Nc3cccc(C(=O)O)c3)C(=O)c3ccccc32)c(C)c1 | 60.6* | 6.0 | -2.2 | -2.3 | 12.8 | 1.2% | 0.6 | -5.2 | 1.7
COc1cccc(C(=O)N2CCc3c([nH]c4ccccc34)C2c2ccc(SC)cc2)c1 (stereo not drawn) | 4.2 | -9.5 | 1.9 | / | -0.6 | 5.1% | -1.2 | / | 0.3
CCOC(=O)Nc1cccc(OCC(=O)Nc2ccccc2OCC)c1 | -4.8 | -1.4 | -0.8 | -0.6 | 6.2 | -3.0% | -4.2 | -3.3 | 2.2
O=C(CSc1nc(=O)[nH]c2c1CCC2)NCc1ccccc1 | 2.2 | 0.3 | -2.5 | 0.3 | 10.4 | 5.1% | -3.0 | / | /
CN(C)CCCNc1oc(-c2ccc(Cl)cc2)nc1C#N | -0.3 | 0.9 | 7.0 | 0.2 | 6.8 | 4.9% | -5.3 | 12.6 | 3.4
CS(=O)(=O)N(CC(=O)NC1CCCC1)C1CCCCC1 | -6.1 | -6.5 | -0.3 | 0.6 | -4.7 | 4.4% | 3.6 | -7.6 | -7.5
Cc1ccc(S(=O)(=O)c2cn(Cc3ccccc3)c3cc(N4CCCCC4)c(F)cc3c2=O)cc1 | 1.7 | -13.3 | -0.8 | -1.0 | 1.3 | 16.8% | -3.4 | / | -12.3
C=CCNC(=O)c1onc(CSc2cccc(Cl)c2)c1C(=O)O | -5.3 | / | -1.0 | 0.4 | 1.2 | 2.3% | -5.4 | 12.9 | -29.2

An excerpt. The share of hits here may be higher or lower than overall.
